Tb PYK inh – qHTS of Trypanosoma Brucei Inhibitors; pyruvate kinase (Trypanosoma brucei), Q57TT1; TbPYK enzyme, Kinase-Glo Plus ATP luminescence, 45 min; Potency, µM (top dose mostly 76.8 µM), inactives show top-dose activity, negative = inhibition, usual class: inhibitors; 410,000 compounds, 0.12% hits; note: potency is the fitted concentration of half-maximal effect; nearly all actives have a fitted effect of over 50% in size
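Screened from lowest to highest concentration, compounds were pinned into TbPYK/substrate mixtures, and ADP (130 uM final) was added. Plates sat at room temperature for 45 min prior to Kinase-Glo Plus detection by luminescence.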
Sm TGR inh – qHTS Assay for the Inhibitors of Schistosoma Mansoni Peroxiredoxins; Schistosoma mansoni thioredoxin glutathione reductase (TGR), Q962Y6; purified TGR, DTNB reduction, TNB absorbance 405 nm; Potency, µM (titrated, usually from 114 µM), for inactives: top-dose activity change, negative = inhibition, usual class: inhibitors; 360,000 compounds, 3% hits; note: potency is the fitted concentration of half-maximal effect; nearly all actives have a fitted effect of over 60% in size
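TGR 20 nM + NADPH 100 uM (dispensed conc.), cpd preinc 15 min RT; start with NADPH (500 uM addition) then DTNB (15 mM addition). Kinetic TNB absorbance, 405 nm filter. Four-parameter Hill fit across titration.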
AMA1 RON2 block – qHTS for Inhibitors of AMA1-RON; Towards Development of Antimalarial Drug Lead: Primary Screen | Plasmodium falciparum AMA1 (3D7) - RON2 peptide interaction | AlphaScreen AMA1-biotinylated RON2 peptide binding | Potency, µM (top dose mostly 58.2 µM), inactives show at the highest dose activity change, negative = inhibition, most hits filed as inhibitors | 360,000 compounds, 0.2% hits | AID 720542, 2013;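 note: potency is the fitted concentration of half-maximal effect; 0% = vehicle wells and -100% = peptide control; nearly all actives have a fitted effect of over 45% in size; some results filed as inactive show a strong effect at the top dose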
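AMA1 (3D7) with his tag at 25 nM final met compounds first, then biotinylated RON2 peptide at 25 nM; detection used donor plus acceptor beads, 10 µg/mL apiece, read by AlphaScreen after 30 min at room temperature.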
AmpC inh no detg – qHTS Inhibitors of AmpC Beta-Lactamase (assay without detergent); 330,000 compounds, 0.52% hits; Potency, µM (highest dose often 57.1 µM), inactives show top-dose activity change, negative = inhibition, usual class: inhibitors; AmpC nitrocefin hydrolysis, absorbance 480 nm, 0.0001% Triton; P00811; AID 485341, 2010;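 note: potency is the fitted concentration of half-maximal effect; plate controls were no compound for no effect and no enzyme for full effect; nearly all actives have a fitted effect of over 20% in size; some results filed as inactive show a strong effect at the top dose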
Target sequence (P00811 whole entry, looked up): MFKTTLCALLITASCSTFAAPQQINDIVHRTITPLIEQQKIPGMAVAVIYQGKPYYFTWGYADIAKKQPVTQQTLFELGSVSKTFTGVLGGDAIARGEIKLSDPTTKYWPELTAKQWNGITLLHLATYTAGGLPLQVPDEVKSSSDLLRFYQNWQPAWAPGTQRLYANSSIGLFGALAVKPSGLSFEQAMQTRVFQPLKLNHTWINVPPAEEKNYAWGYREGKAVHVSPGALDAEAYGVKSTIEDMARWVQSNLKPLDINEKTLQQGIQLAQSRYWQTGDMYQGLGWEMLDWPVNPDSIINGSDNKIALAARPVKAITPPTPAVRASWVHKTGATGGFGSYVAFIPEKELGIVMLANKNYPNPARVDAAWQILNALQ
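20 mM phosphate pH 7.0 + 0.01% (detergent screen) or 0.0001% Triton X-100; 5.3 nM AmpC reagent; cpd preinc 15 min RT; nitrocefin (800 uM stock) to start; A480 q20 s × 4 min; Activity was normalised to no-enzyme and no-compound control wells.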
LmPK inhibitor – qHTS Assay for Inhibitors of Leishmania Mexicana Pyruvate Kinase (LmPK); Q27686; purified LmPK, Kinase-Glo ATP luminescence, 1 h; Potency, µM (top dose mostly 57.5 µM), for inactives: top-dose activity change, negative = inhibition, most hits filed as inhibitors; 290,000 compounds, 0.37% hits; AID 1721, 2009; note: potency is the fitted concentration of half-maximal effect
Target sequence (Q27686 whole entry, looked up): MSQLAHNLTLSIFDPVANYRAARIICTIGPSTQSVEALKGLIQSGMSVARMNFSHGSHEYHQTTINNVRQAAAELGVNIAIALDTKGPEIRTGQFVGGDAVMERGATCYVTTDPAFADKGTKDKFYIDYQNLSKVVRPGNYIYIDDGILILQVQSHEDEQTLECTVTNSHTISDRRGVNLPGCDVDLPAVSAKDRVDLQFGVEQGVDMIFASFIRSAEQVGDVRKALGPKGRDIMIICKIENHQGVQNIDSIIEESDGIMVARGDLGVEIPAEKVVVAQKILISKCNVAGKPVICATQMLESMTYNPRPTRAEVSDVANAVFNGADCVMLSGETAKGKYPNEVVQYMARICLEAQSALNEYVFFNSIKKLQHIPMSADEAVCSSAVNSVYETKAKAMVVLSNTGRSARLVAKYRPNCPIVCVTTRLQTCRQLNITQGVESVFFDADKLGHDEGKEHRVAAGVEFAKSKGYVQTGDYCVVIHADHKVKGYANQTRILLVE
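Purified LmPK (0.1 nM) converted ADP (0.1 mM) to ATP with PEP (0.5 mM) in imidazole buffer pH 7.2 with KCl and MgCl2, 1 h at room temperature. ATP was read by Kinase-Glo luminescence; data normalized to uninhibited and no-enzyme controls.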
HCMV antiviral – qHTS Assay for inhibitors of the human cytomegalovirus (HCMV) | HFF cells, HCMV-luciferase reporter, 72 h; stronger effect = lower value | 410,000 compounds, 4.5% hits | activity change, negative = inhibition, % at 57.5 µM; in the data active = activity change below about -60%; inconclusive = no clear call, values can overlap the other calls; inactive = above about -39%
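Cell-based, HFFs, 1000 cells/well, 16 h 37C; cpds in DMSO + HCMV-luc, MOI 1 PFU/cell; 72 h 37C; OneGlo luminescence after 5 min RT; norm. to buffer vs Salinomycin 10uM.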
AmpC detergent – qHTS Inhibitors of AmpC Beta-Lactamase (assay with detergent); P00811; 370,000 compounds, 0.041% hits; Potency, µM (doses to about 114 µM), for the others: at the highest dose activity change, negative = inhibition, hits mostly inhibitors; AmpC hydrolysis of nitrocefin, absorbance 480 nm, 0.01% Triton;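 note: potency is the fitted concentration of half-maximal effect; 0% = no-compound wells and -100% = no-enzyme wells; nearly all actives have a fitted effect of over 25% in size; some results filed as inactive show a strong effect at the top dose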
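20 mM phosphate pH 7.0 + 0.01% (detergent screen) or 0.0001% Triton X-100; 5.3 nM AmpC reagent; cpd preinc 15 min RT; nitrocefin (800 uM stock) to start; A480 q20 s × 4 min; Activity was normalised to no-enzyme and no-compound control wells.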
Starred values were filed as active, the others as inactive; ? = inconclusive; . = not tested or not shown; & = joins results of further samples; [ ] = dose if it differs, or a comment. Unless noted, calls come from the whole dose curve; as a rule, active = well fitted curve in the direction sought with a large enough effect; inconclusive = small, poorly fitted or top-dose-only effect, or another doubt; inactive = no such curve, though single readings can be large; an effect the other way counts as inactive or inconclusive. Unless noted, % is set by controls: 0 for no effect and ±100 for the full control effect.

Assay codes: A = Tb PYK inh; B = Sm TGR inh; C = AMA1 RON2 block; D = AmpC inh no detg; E = LmPK inhibitor; F = HCMV antiviral; G = AmpC detergent
CS(=O)(=O)c1ccc(Cl)c(NC(=O)CSc2nncn2-c2ccccc2)c1
  A: -2%	B: 6%	C: -2%	D: 0%	E: -3%	F: 18	G: -1%
O=C1OCC(CC2=C(O)C(=O)OC2)=C1O
  A: 0%	B: .	C: 0%	D: .	E: .	F: 22	G: .
COc1ccc(CCN2C(=O)CC(N3CCN(c4ccccn4)CC3)C2=O)cc1OC (stereo unspecified)
  A: 1%	B: -25%	C: 0%	D: 48%	E: 11%	F: 25	G: 5%
Cc1ccc(S(=O)(=O)NC2c3cccc4cccc(c34)C2Sc2n[nH]c(N)n2)cc1 (stereo unspecified)
  A: -1%	B: -1%	C: -9%[2.32 µM]	D: -27%	E: 1%	F: -3	G: -13%
CCCNC(=O)COc1coc(CN2CCN(C(=O)c3ccco3)CC2)cc1=O
  A: -12%	B: -15%	C: 19%	D: -5%	E: .	F: -9	G: -21%
O=C(OCc1ccc2c(c1)OCO2)c1cccc(S(=O)(=O)N2CCCCC2)c1
  A: 2%	B: -8%	C: 6%	D: -3%	E: -3%	F: -36	G: 0%
COc1cccc(NS(=O)(=O)c2ccc3c(c2)NC(=O)CC(=O)N3)c1
  A: -4%	B: -3%	C: 1%	D: -15%	E: 3%	F: 81	G: 4%
Cc1c(Cl)cccc1NC(=O)N1CCN(C(=O)c2ccco2)CC1
  A: -10%	B: 2%	C: 9%	D: 4%	E: -3%	F: 14	G: 2%
CCOC(=O)N1CCC(NC(=O)C(CC(C)C)NC(=O)C2CCCCC2)CC1 (stereo unspecified)
  A: -3%	B: 3%	C: 0%	D: -9%	E: -3%	F: -23	G: ?
CCOC(=O)C1=C(c2ccc(O)cc2)NC(=O)NC1C (stereo unspecified)
  A: 0%	B: .	C: 2%	D: .	E: .	F: -7	G: .
CC1CCCN(C(=O)C2CCN(S(=O)(=O)c3cccc4cccnc34)CC2)C1 (stereo unspecified)
  A: 4%	B: 0%	C: -1%	D: 28%	E: 4%	F: -26	G: -12%
CCN(CC)C(=O)C(=O)c1cc(C)n(-c2ccc(F)cc2)c1C
  A: -6%	B: 2%	C: -8%	D: -4%	E: 11%	F: 0	G: 0%
NC(=O)C1CCN(c2ccc(S(=O)(=O)N3CCCCC3)cn2)CC1
  A: 4%	B: 16%	C: 0%	D: -9%	E: -6%	F: 15	G: 0%
CCOC(=O)/C(C#N)=C1/C=Cc2ccccc2N1CC
  A: -14%	B: 2%	C: -10%	D: 0%	E: 3%	F: -25	G: ?
NC(=O)CN1CCOCCOCCN(CC(N)=O)CCOCCOCC1
  A: 0%	B: 0%	C: 67%[activator]	D: -14%	E: -2%	F: 0	G: 0%
O=C(Cc1ccccc1)NS(=O)(=O)c1ccc(N=NN2CCOCC2)cc1
  A: 4%	B: .	C: -6%	D: -11%	E: 7%	F: -31	G: 1%
O=C(C[n+]1cc(-c2ccccc2)n2c1CCC2)Nc1nc(-c2ccccc2)cs1
  A: 2%	B: -7%	C: -4%	D: 119%[activator]	E: -2%	F: 27	G: -12%
Clc1cccc(Cl)c1C1Nc2cccc3cccc(c23)N1
  A: -2%	B: 3.2µM*	C: 12%	D: -30%	E: -1%	F: -32	G: 5%
CCN(CC)C(=O)[C@H]1C[C@H](CC(=O)NCCC2=CCCCC2)C(=O)N2CCc3c([nH]c4ccc(Cl)cc34)[C@]12C
  A: -3%	B: .	C: -1%	D: -1%	E: .	F: 9	G: .
c1cn(C23CC4CC(CC(C4)C2)C3)cn1
  A: 1%	B: 5%	C: -3%	D: -11%	E: 3%	F: -6	G: -15%
COc1ccc(OC)c(C(c2c(O)nc(SC)[nH]c2=O)c2c(O)nc(SC)[nH]c2=O)c1
  A: ?	B: 1.4µM*	C: 14%	D: -9%	E: -4%	F: 2	G: -9%
C=CCC[C@H](Cc1ccc(F)cc1)C(=O)OC[C@H](Cc1c[nH]c2ccccc12)NC(=O)[C@H](CC=C)CC(=O)N[C@H](CO)Cc1ccccc1
  A: -3%	B: .	C: -10%	D: -26%	E: .	F: -11	G: .
CCOc1ccc(C(=O)Nc2cc(C)c3c(=O)oc4ccccc4c3n2)cc1
  A: -7%	B: 0%	C: 1%	D: -31%	E: 15%	F: -19	G: ?
O=C(/C=N/O)Nc1ccc(F)cc1
  A: -4%	B: -29%	C: -2%	D: -13%	E: -2%	F: 45	G: ?
CC(C)(C)c1ccc(C(=O)NCC(c2ccco2)S(=O)(=O)c2ccc(F)cc2)cc1 (stereo unspecified)
  A: 1%	B: 11µM*	C: .	D: .	E: .	F: -17	G: 6%
CC1NC(C)(C)Cc2c1ccc1ccccc21 (stereo unspecified)
  A: 2%	B: 0%[57.1 µM]	C: 7%	D: -16%	E: -6%	F: 3	G: 1%
O=C1NC(=O)C(CCc2ccncc2)(c2ccccc2)C(=O)N1
  A: -20%	B: -5%	C: 6%	D: -22%	E: 0%	F: 36	G: ?
COc1ccc(C(=O)Nc2ccc(C(F)(F)F)n(C)c2=O)cc1
  A: 6%	B: 1%	C: 3%	D: -3%	E: 0%	F: 107	G: 0%
COc1ccc(C(=O)N=c2sc3c(C)ccc(OC)c3n2C)cc1
  A: -13%	B: -3%	C: -7%	D: 1.1µM*	E: -7%	F: 131	G: ?
CC(Sc1nncn1C)C(=O)Nc1cc(C(F)(F)F)ccc1N1CCOCC1 (stereo unspecified)
  A: -2%	B: 0%	C: -3%	D: 22%	E: 3%	F: -3	G: 2%
CN(C)S(=O)(=O)n1cc(/C=C(\NC(=O)c2ccccc2F)C(=O)NCCCn2ccnc2)c2ccccc21
  A: 0%&-1%	B: -5%&-1%	C: 1%	D: 329%[activator]	E: -12%	F: -1&-13	G: -23%&23%
COc1cccc(CNC(=O)CSC2=Nc3ccccc3N=C(c3ccc(F)cc3)C2)c1
  A: 2%	B: 31%	C: .	D: .	E: .	F: -25	G: -7%
O=C(NC1CCSC1=O)c1ccc(Oc2ccc(F)cc2)nc1 (stereo unspecified)
  A: 9%	B: 4%	C: 9%	D: -22%	E: -6%	F: -28	G: -11%
COc1ccc(OC)c(N(CC(=O)NCc2ccncc2)S(C)(=O)=O)c1
  A: 0%	B: 6%	C: 0%	D: .	E: -6%	F: 21	G: 3%
CCCC(=O)Nc1nnc(SCc2cc(=O)c3ccc(C)cc3[nH]2)s1
  A: 1%	B: -7%	C: .	D: .	E: .	F: ?	G: 0%
Cc1ccc(S(=O)(=O)N(Cc2ccccc2Cl)C(=O)N2CCN(C)CC2)cc1
  A: -11%	B: 1%	C: 7%	D: -15%	E: .	F: -39	G: -20%
O=C(Nc1cccnc1)c1cccnc1
  A: -1%	B: -4%	C: 10%	D: 1%	E: -1%	F: -29	G: -1%
O=C(NCCc1ccc(Cl)cc1)c1cccc(N2CCCC2=O)c1
  A: 0%	B: -6%	C: -2%	D: 12%	E: -7%	F: .	G: -1%
CCNc1nc(NCC)n2c(SC(C(=O)Nc3cc(C)ccc3C)c3ccccc3)nnc2n1 (stereo unspecified)
  A: -1%	B: -9%	C: -18%	D: -9%	E: 3%	F: 23	G: -3%
CC1(C)c2ccccc2N2CCC(=O)NC21/C=C/c1ccco1 (stereo unspecified)
  A: -16%	B: 25µM*	C: -11%	D: 19%	E: -2%	F: 4	G: -15%
CCc1ccccc1N1CC(c2nc3ccccc3n2CC(C)C)CC1=O (stereo unspecified)
  A: -1%	B: -1%	C: .	D: .	E: .	F: 9	G: -3%
COCCNC(=O)CSc1cc(-c2ccccc2)c2ccc(OC)cc2n1
  A: -17%	B: 0%	C: 25%	D: 22%[11.4 µM]	E: 1%	F: -28	G: -9%
CC(=O)Nc1ccc(-c2nc3ccccc3o2)cc1
  A: 0%	B: -15%	C: -7%	D: -5%	E: 4%	F: 115	G: 4%
COc1cccc(/C=N/Nc2ccc([N+](=O)[O-])cn2)c1O
  A: 2%	B: 7%	C: 55%[activator]	D: -24%	E: -14%	F: -98*	G: -1%
COc1cccc(NC(=O)NCc2ccccn2)c1
  A: 6%	B: 2%	C: -5%	D: -2%	E: -8%	F: 10	G: 1%

Some values from the entries so far:
CC(=O)Nc1ccc(-c2nc3ccccc3o2)cc1 | Tb PYK inh = 0%
CC(C)(C)c1ccc(C(=O)NCC(c2ccco2)S(=O)(=O)c2ccc(F)cc2)cc1 (stereo unspecified) | Sm TGR inh = 11µM*
COc1cccc(NS(=O)(=O)c2ccc3c(c2)NC(=O)CC(=O)N3)c1 | AMA1 RON2 block = 1%

Further entries
Assay codes: A = Tb PYK inh; B = Sm TGR inh; C = AMA1 RON2 block; D = AmpC inh no detg; E = LmPK inhibitor; F = HCMV antiviral; G = AmpC detergent
Cc1cc2nc(SCCOC(=O)Nc3cccc(Cl)c3)nc(C)c2cc1C
  A: 11%	B: 7%	C: 6%	D: 1%	E: 4%	F: -32	G: -10%
COc1ccc(NC(=O)Cn2nnc(C(=O)NCc3ccccc3OC)c2N)cc1Cl
  A: -14%	B: 3%	C: -9%	D: -6%	E: 2%	F: -15	G: -1%
NS(=O)(=O)c1ccc(NC(=O)COc2ccc(C(=O)c3ccc(F)cc3)cc2)cc1
  A: 9%	B: 1%	C: 15%	D: -33%	E: 0%	F: -23	G: -9%
O=C(Cn1ncc2c3ccccc3n(Cc3ccccc3)c2c1=O)NCCN1CCOCC1
  A: 1%	B: 1%	C: -7%	D: 181%[activator]	E: 8%	F: -14	G: -3%
Nc1nnc(SCC(=O)Nc2cccnc2Cl)s1
  A: -5%	B: -6%	C: 57%[activator]	D: -16%	E: .	F: 3	G: ?
Cc1ccc(N2C(=O)C3CCC(c4ccccc4)CC3C2=O)cc1 (stereo unspecified)
  A: 4%	B: 6%	C: -4%	D: -24%	E: 4%	F: 22	G: ?
COc1ccc(NC(=O)CC2C(=O)N(c3ccc(OC)cc3)C(=O)N2CCN2CCN(C)CC2)cc1 (stereo unspecified)
  A: -12%	B: 5%	C: 4%	D: -12%	E: 0%	F: 56	G: -5%
Cn1ccnc1SCC(=O)Nc1cccc(O)c1
  A: -5%	B: 3%	C: 5%	D: -10%	E: -3%	F: 42	G: -1%

High-throughput results (PubChem BioAssay)
